Screening results from PubChem.
DNA FID counter: fluorescent intercalator displacement, NS3 helicase counter-screen; DNA fluorescent intercalator displacement, fluorescence; inhibition, % at 7.9 µM; 0.17% of 290,000 active; in the data active = inhibition above about 37%;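 note: 0% = vehicle and 100% = reference compound; higher means more ethidium bromide displaced from hairpin DNA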
CRFR2-BP antag: CRF-BP/CRF-R2 complex antagonism. AID 588475. HEK293 CRF-R2/CRF-BP, CRF-induced calcium fluorescence. inhibition, % at 11.8 µM. 0.59% of 350,000 active;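 active = inhibition of the ligand-induced calcium signal above about 50% at the single tested concentration, limit read from the data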
SUMO HTRF inh: inhibitors of human SUMOylation (UBC9) | P63279 | HTRF SUMOylation assay, SAE1/SAE2 + UBC9, in vitro | inhibition, % at 35 µM | 0.36% of 290,000 active | AID 2006; in the data active = inhibition above about 50%, passing the limit was not always enough; note: strong numbers were not always called active
Target sequence (P63279 whole entry, looked up): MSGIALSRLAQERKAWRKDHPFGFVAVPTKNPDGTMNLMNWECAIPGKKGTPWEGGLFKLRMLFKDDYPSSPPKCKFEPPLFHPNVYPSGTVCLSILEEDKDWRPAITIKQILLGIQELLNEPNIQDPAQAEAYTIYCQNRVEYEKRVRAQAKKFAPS
MEKK2mut PB1 HTS: signal of MEK5 binding to mutant human MEKK2 PB1 domain. bead flow cytometry, Alexa488-MEK5 binding to MEKK2 mutant. percent response, % at 10 µM. 0.35% of 290,000 active. AID 1530; in the data active = percent response above about 24%, passing the limit was not always enough; note: inactives centre near 1; some results filed as inactive read as strong as hits
MEKK2 WT-MEK5: raises or lowers MEK5 binding to wildtype human MEKK2 PB1 domain; Q9Y2U5; bead flow cytometry, Alexa488-MEK5 binding to MEKK2 WT; actives lie on both sides; binding response (% of control), % at 10 µM; 1.1% of 290,000 active; in the data active = binding response below about 67% or above about 130%
CRFBP-R2 agonist: CRF-BP/CRF-R2 complex agonism; activation, % at 13.2 µM; HEK293 CRF-R2/CRF-BP, calcium dye fluorescence (FLIPR); percent of saturating CRF peptide response; 0.46% of 350,000 active; AID 588473;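 active = activation of at least 50%, plus an integration ratio under a set limit after plate pattern correction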;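 note: plate controls were neutral control wells without compound for no effect and CRF at EC100 for full effect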
GalR3 antagonist: antagonists of human GalR3; inhibition, % at 3 µM; HEK293 GalR3-CNG cAMP membrane potential fluorescence; galR3 body fused to GalR1 C-terminus; AID 651719; 0.44% of 360,000 active; O60755;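 active = inhibition above the screen-wide average plus 3 SD, cut at about 13% in these data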;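 note: forskolin and galanin both at EC90 stimulate the cells; cAMP rise reported by CNG channel membrane potential dye signal; 0% = forskolin plus galanin with DMSO and 100% = forskolin alone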
Target sequence (O60755 1-299 limits assumed): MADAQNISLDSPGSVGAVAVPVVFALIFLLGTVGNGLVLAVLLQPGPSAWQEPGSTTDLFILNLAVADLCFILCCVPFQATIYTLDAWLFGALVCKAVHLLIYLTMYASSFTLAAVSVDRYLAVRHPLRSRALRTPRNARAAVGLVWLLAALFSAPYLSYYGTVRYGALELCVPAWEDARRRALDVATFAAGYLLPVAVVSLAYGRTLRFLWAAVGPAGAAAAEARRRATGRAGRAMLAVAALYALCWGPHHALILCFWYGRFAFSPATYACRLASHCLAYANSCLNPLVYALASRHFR
HCV NS3 hel inh: HCV NS3 helicase inhibition. NS3 helicase DNA unwinding, Cy5 molecular beacon fluorescence. inhibition, % at 10.9 µM. 0.56% of 290,000 active. AID 1800;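 active = inhibition above the mean of all tested compounds plus 3 SD, set per campaign, cut at about 35% in these data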;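 note: 0% = DMSO wells and 100% = thioflavine S control wells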
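Material: hepatitis C virus NS3 helicase domain fragment enzyme; measured by: Cy5 fluorescence, 0 and 60 min reads; control set: DMSO and thioflavine S; incubation: 60 min unwinding reaction at 25 °C after ATP addition; read-out basis: % inhibition from 60/0 min fluorescence ratio, DMSO 0%, thioflavine S 100%; repeats: singlicate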
MEKK3 PB1 HTS: modulators (inhibitors or enhancers) of MEK5 binding to human MEKK3 PB1 domain; binding response (% of control), % at 10 µM; 1.4% of 290,000 active; bead-based flow cytometry, Alexa488-MEK5 binding to MEKK3; actives lie on both sides; 0 = blocked by unlabeled MEK5, 100 = vehicle; Q99759;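 active = binding response more than 3 SD above or below the average of its plate-row segment, actives on both sides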;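 note: Alexa488 bead fluorescence after subtracting the streptavidin-only scavenger bead signal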
Target sequence (Q99759 whole entry, looked up, the tested form may be a part): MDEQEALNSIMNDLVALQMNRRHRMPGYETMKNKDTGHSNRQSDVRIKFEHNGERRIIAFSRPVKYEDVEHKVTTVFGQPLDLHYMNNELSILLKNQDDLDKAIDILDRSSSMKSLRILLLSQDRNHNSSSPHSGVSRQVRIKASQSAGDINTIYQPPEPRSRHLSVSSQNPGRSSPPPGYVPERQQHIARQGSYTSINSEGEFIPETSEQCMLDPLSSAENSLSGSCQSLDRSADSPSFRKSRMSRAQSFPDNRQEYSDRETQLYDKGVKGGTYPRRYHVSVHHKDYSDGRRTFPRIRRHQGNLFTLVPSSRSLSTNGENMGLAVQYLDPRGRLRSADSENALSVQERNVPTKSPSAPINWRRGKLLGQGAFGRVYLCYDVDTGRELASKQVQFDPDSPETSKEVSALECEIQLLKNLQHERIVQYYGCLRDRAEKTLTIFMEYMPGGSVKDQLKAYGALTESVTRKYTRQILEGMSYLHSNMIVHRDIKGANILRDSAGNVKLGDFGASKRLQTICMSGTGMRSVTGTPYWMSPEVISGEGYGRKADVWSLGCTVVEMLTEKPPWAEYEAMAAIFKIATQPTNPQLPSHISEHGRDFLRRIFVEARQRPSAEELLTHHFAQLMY
* marks the source's active call; other numbers are inactive results; · = no result given.

SMILES | DNA FID counter | CRFR2-BP antag | SUMO HTRF inh | MEKK2mut PB1 HTS | MEKK2 WT-MEK5 | CRFBP-R2 agonist | GalR3 antagonist | HCV NS3 hel inh | MEKK3 PB1 HTS
Cc1ccc2c(c1)nnn2C1CCN(C(=O)Nc2ccccc2C)CC1 | -2.9 | 13.7 | 8.6 | -1.0 | 93.0 | 0.8 | -7.7 | -11.3 | 88.0
CCOC(=O)C1CCN(C(=O)c2ccccc2NS(=O)(=O)c2ccc(C)cc2)CC1 | -47.6 | 13.8 | 1.7 | 3.0 | 100.0 | -0.1 | -3.0 | 9.8 | 102.0
CC1CCN(S(=O)(=O)c2ccc3c(c2)N(CC(=O)NCCCN2CCCC(C)C2)C(=O)CO3)CC1 (stereo unspecified) | 16.0 | -29.0 | -3.4 | 5.0 | 110.0 | 0.5 | -5.3 | -11.0 | 100.0
O=C(NCCCN1CCOCC1)c1cc2c(s1)CCC2 | -0.2 | 9.1 | 4.8 | 3.0 | 105.0 | -1.6 | -0.8 | -9.7 | 100.0
COc1ccc(C(=O)NC2CCN(Cc3c(F)cccc3Cl)CC2)cc1OC | -10.8 | 2.9 | 0.1 | -2.0 | 100.0 | 1.7 | -10.5 | -5.8 | 99.0
C=CCOc1ccc(/C=C/C(=O)OCC(=O)NCCC2=CCCCC2)cc1 | -40.8 | 0.6 | 7.2 | 9.0 | 110.0 | 2.8 | -2.8 | -4.4 | 104.0
O=C(Cc1ccccc1)NC(=S)Nc1cccc(C(F)(F)F)c1 | 0.3 | -13.7 | -12.6 | 16.0 | 104.0 | 19.5 | -5.7 | 2.8 | 104.0
COC(=O)c1ccccc1NS(=O)(=O)c1ccc(Cl)nc1 | -1.4 | -18.1 | 11.5 | -2.0 | 94.0 | -1.1 | -4.4 | -5.9 | 100.0
CSc1ccc(CNc2ccc(C)cc2)cc1 | -0.1 | 24.8 | -43.0 | 8.0 | 119.0 | -1.1 | -1.5 | 1.2 | 119.0
CCN(CC)CCN(Cc1cc2ccc(C)c(C)c2[nH]c1=O)C(=S)NCc1ccco1 | 7.7 | -33.2 | -1.2 | 2.0 | 110.0 | 0.2 | 0.2 | -37.9 | 97.0
COC(=O)C(=C/C(C)=C/c1cccnc1)C(=O)OC | 3.0 | -3.5 | 24.0 | 3.0 | 92.0 | -1.1 | 7.2 | -1.5 | 105.0
CN(C)C(=O)N1CCCC(C(=O)NCc2cccs2)C1 (stereo unspecified) | -1.1 | -2.9 | 1.2 | 6.0 | 102.0 | -1.3 | -9.7 | -0.5 | 105.0
Cc1cc(C)cc(CSCC(=O)NN=C2CCCCCC2)c1 | -11.9 | -32.4 | 10.3 | 2.0 | 113.0 | -2.6 | -1.2 | -7.3 | 110.0
Cc1ccc(NCN2C(=O)c3ccccc3C2=O)c(C)c1 | 0.0 | -19.1 | 2.3 | -5.0 | 101.0 | 0.5 | -0.2 | 2.7 | 102.0
O=c1c2ccccc2c(-c2ccc(Br)cc2)nn1Cc1ccccc1 | -2.4 | -11.1 | 6.3 | 2.0 | 100.0 | -2.1 | -4.4 | 4.3 | 109.0
CC(C)c1ccc(NC(=O)C2C3C=CC4(O3)C2C(=O)N(CCN2CCOCC2)C4C(=O)NC2CCCCC2)cc1 (stereo unspecified) | -5.9 | -7.0 | 15.4 | 5.0 | 105.0 | -0.2 | -7.4 | 3.1 | 104.0
CCc1cc(SC#N)cc(C)c1N | 6.7 | 1.7 | -3.1 | -5.0 | 100.0 | -0.2 | -1.3 | 2.9 | 103.0
COc1ccc(C2C(C#N)=C(C)NC(C)=C2C(=O)OC(C)C)c(OC)c1 (stereo unspecified) | -14.1 | -40.1 | 5.4 | -5.0 | 90.0 | 2.9 | 4.0 | -12.9 | 101.0
CCNS(=O)(=O)c1ccc(CCC(=O)N2CCOCC2)cc1 | -2.7 | -4.3 | 1.8 | 2.0 | 107.0 | 0.1 | -2.7 | -3.1 | 105.0
O=c1[nH]c(-[n+]2ccc3ccccc3c2)c(/C=N/N=C(\[O-])c2ccccc2)s1 | -18.1 | 12.1 | -2.3 | 1.0 | 104.0 | 7.2 | 0.4 | 2.5 | 100.0
CC(C)c1ccc(NC(=O)[C@H](NC(=O)[C@@H]2Cc3ccccc3CN2)c2ccccc2)cc1 | 26.7 | -45.7 | -11.0 | 4.0 | 106.0 | 2.7 | -2.3 | -38.0 | 101.0
N#Cc1cc(-c2ccccc2)nnc1Sc1ccccc1 | 2.0 | 2.5 | 5.2 | 5.0 | 101.0 | -0.8 | -3.4 | 5.8 | 105.0
O=C(Nc1ccccc1-c1ccccc1)c1cccc([N+](=O)[O-])c1 | 2.1 | -6.0 | 21.1 | -2.0 | 92.0 | 1.1 | -2.6 | -1.5 | 106.0
COC(=O)c1cc(C#N)c(OC)nc1C | -4.0 | -4.0 | 8.4 | 1.0 | 98.0 | 0.2 | -1.8 | 7.1 | 108.0
CC(C)c1ccc(C(=O)Nc2cccnc2)cc1 | -4.3 | -11.9 | 3.5 | 3.0 | 108.0 | -1.6 | 0.3 | 4.5 | 110.0

Going on with the list.
SMILES | DNA FID counter | CRFR2-BP antag | SUMO HTRF inh | MEKK2mut PB1 HTS | MEKK2 WT-MEK5 | CRFBP-R2 agonist | GalR3 antagonist | HCV NS3 hel inh | MEKK3 PB1 HTS
CC(=O)c1ccc(NC(=S)NCCCN2CCOCC2)cc1 | -1.8 | -9.2 | 23.5 | -5.0 | 99.0 | 0.0 | -9.2 | 2.3 | 91.0
Cc1ccc(NC(=O)/C=C/c2cccc([N+](=O)[O-])c2)nc1 | -3.8 | 6.7 | -18.4 | -4.0 | 96.0 | -0.9 | -0.6 | 3.2 | 98.0
N#Cc1c(NC(=O)CSc2ccccn2)oc(-c2ccccc2)c1-c1ccccc1 | 7.0 | -4.2 | -7.3 | 5.0 | 103.0 | 2.9 | 5.9 | 10.2 | 104.0
CC1Cc2ccccc2N1C(=O)CNCCCN(C)C (stereo unspecified) | 8.7 | -10.3 | 1.0 | · | · | -2.2 | -1.7 | 5.5 | ·
O=C(CO/N=C1\CCCc2nonc21)Nc1ccccc1Cl | -1.8 | 3.8 | 3.4 | 2.0 | 102.0 | 0.1 | 4.5 | 3.2 | 80.0
O=S(Cc1ccc(Cl)cc1)CC(O)(c1ccccc1)c1ccccc1 (stereo unspecified) | -28.9 | -2.6 | 20.6 | 4.0 | 102.0 | 1.1 | -3.7 | -7.9 | 105.0
Cc1cccc(-n2c(O)c(/C=N/NC(=O)c3ccccc3Cl)c3ccccc3c2=O)n1 | -30.4 | -0.5 | -17.9 | -6.0 | 92.0 | 9.3 | -2.4 | 5.2 | 92.0
O=S(=O)(Nc1cc(F)ccc1F)c1cccc2nsnc12 | -0.9 | 0.7 | 3.6 | -5.0 | 101.0 | -2.4 | -9.0 | -2.5 | 99.0
C=C(C)c1cccc(C(C)(C)NC(=O)N2CCN(c3ccccc3OC)CC2)c1 | -31.7 | 21.0 | -13.7 | -1.0 | 100.0 | -1.9 | 1.2 | -3.7 | 100.0
O=c1oc2ccccc2c(Nc2cccc3ccccc23)c1[N+](=O)[O-] | 1.5 | 12.2 | -1.0 | 2.0 | 104.0 | -2.0 | 3.4 | -1.9 | 104.0
CC(=O)N(C)c1ccc(NC(=S)Nc2cccc3ccccc23)cc1 | -5.6 | 21.9 | 94.7* | 13.0 | 92.0 | -1.9 | 0.1 | -12.4 | 97.0
COc1ccc2c(c1OC)C(=O)OC2N1C(=O)CC[C@H]1C(=O)NCC1CCCO1 (stereo partly specified) | -3.5 | -8.9 | 17.3 | 2.0 | 105.0 | 11.5 | -0.1 | -9.4 | 103.0
Cn1c(SCc2nnc3n2CCCCC3)nc2ccccc21 | 0.2 | 6.5 | 26.7 | 2.0 | 103.0 | -1.1 | -3.9 | 0.1 | 102.0
FC(F)(F)c1ccc(Cl)c(NC(=S)N/N=C/c2ccccc2Cl)c1 | -1.2 | -5.3 | 3.9 | 5.0 | 100.0 | 1.4 | -4.2 | -1.8 | 103.0
CCOc1ccc(NC(=S)N2CCn3c(nc4ccccc43)C2)cc1 | -2.0 | · | 6.6 | 2.0 | 106.0 | · | · | 0.5 | 99.0
Cc1nc(CNS(=O)(=O)c2ccc3ccccc3c2)cs1 | -6.4 | 64.7* | -4.7 | 4.0 | 107.0 | -2.5 | · | -4.9 | 106.0
O=C(NNC(=S)NC1CCCCC1)c1ccccc1Cl | -2.8 | -12.8 | -58.3 | 7.0 | 109.0 | 0.2 | -2.9 | -5.8 | 108.0
O=C(CCNS(=O)(=O)c1ccc(Br)cc1)NCc1cccs1 | -16.1 | -0.6 | -6.2 | -9.0 | 92.0 | -0.3 | -3.7 | -6.0 | 102.0
COc1ccc(/C=C2\COc3ccccc3C2=O)cc1OC | -18.2 | 24.7 | -11.8 | -3.0 | 89.0 | 1.5 | -1.0 | 3.3 | 89.0
Cc1cccc(NC(=O)CSCc2cc(=O)n3c(C)csc3n2)c1C | -12.6 | 7.8 | -8.2 | -1.0 | 98.0 | -0.1 | -7.9 | 10.9 | 95.0
COc1ccccc1CCNC(=O)Cn1ccc2cc(S(=O)(=O)N3CCCC3)ccc21 | -34.0 | -6.7 | -3.3 | -3.0 | 100.0 | -1.4 | -5.9 | -4.7 | 104.0
COc1cc(C(=O)O)c2ccccc2n1 | 0.8 | 64.9* | 10.0 | -8.0 | 98.0 | -0.5 | -6.4 | 4.9 | 99.0
COc1ccc(NC(=O)c2cc(SC)ccc2Cl)cc1 | -3.7 | 16.6 | -15.3 | -8.0 | 83.0 | -0.5 | -10.2 | 1.8 | 100.0
Cc1cc(C(=O)NNc2ccc(Cl)cc2)no1 | 2.4 | 7.1 | 1.5 | -42.0 | 65.0 | 0.4 | -4.7 | 4.5 | 60.0
O=C(O)CCCC(=O)Nc1ccccc1SCCS(=O)(=O)c1ccc(Cl)cc1 | -25.6 | 2.9 | 4.4 | 3.0 | 98.0 | 2.7 | -7.2 | -0.3 | 100.0
Cc1cccc(Nc2nc(OCC#N)nc(N(C)C)n2)c1 | -12.5 | -10.0 | 3.6 | 6.0 | 109.0 | -3.2 | -10.2 | -7.9 | 104.0
Clc1ccc(Cn2ccc(C3CC3)n2)cc1 | 1.4 | 17.4 | 8.8 | -5.0 | 92.0 | 0.6 | -2.8 | 4.6 | 92.0
CN(C)S(=O)(=O)c1ccc2c(c1)nc(CCC(=O)NCCc1ccc(Cl)cc1)n2C | -30.8 | 7.6 | -17.2 | 3.0 | 103.0 | -2.1 | -11.4 | -5.8 | 100.0
O=C(Nc1nc(-c2ccc3c(c2)OCCO3)cs1)c1ccc(S(=O)(=O)N2CCCCC2)cc1 | 0.0 | 6.0 | -19.6 | -3.0 | 91.0 | 4.6 | 19.7* | 9.8 | 93.0
O=C(NCc1ccccc1Cl)c1ccccc1Oc1ccccc1 | -22.3 | 26.6 | -16.1 | 15.0 | 113.0 | -1.2 | -1.7 | -5.8 | 102.0

Record cards, from the list above. Values in the order: DNA FID counter | CRFR2-BP antag | SUMO HTRF inh | MEKK2mut PB1 HTS | MEKK2 WT-MEK5 | CRFBP-R2 agonist | GalR3 antagonist | HCV NS3 hel inh | MEKK3 PB1 HTS
Results for CC(=O)N(C)c1ccc(NC(=S)Nc2cccc3ccccc23)cc1 : -5.6 | 21.9 | 94.7* | 13.0 | 92.0 | -1.9 | 0.1 | -12.4 | 97.0
Results for O=c1oc2ccccc2c(Nc2cccc3ccccc23)c1[N+](=O)[O-] : 1.5 | 12.2 | -1.0 | 2.0 | 104.0 | -2.0 | 3.4 | -1.9 | 104.0
Results for CC1Cc2ccccc2N1C(=O)CNCCCN(C)C (stereo unspecified) : 8.7 | -10.3 | 1.0 | · | · | -2.2 | -1.7 | 5.5 | ·

Not all compounds are listed, so the mix of outcomes need not match the whole.
